EBI2 antag: EBI2 receptor antagonists, beta-arrestin recruitment, primary screen, cell-based, luminescence, 7a,25-OHC stimulation, uHTS | 7a,25-OHC stimulated | inhibition, % at 5 µM | 360,000 compounds, 0.81% hits | AID 651636, 2012; in the data active means inhibition above about 38%;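 further: enzyme fragment complementation signal reports receptor beta-arrestin coupling in cells; 0% = agonist plus DMSO wells and 100% = wells without agonist; some results beyond the cut were filed as inactive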
Target sequence (P32249 whole entry, looked up, the tested form may be a part): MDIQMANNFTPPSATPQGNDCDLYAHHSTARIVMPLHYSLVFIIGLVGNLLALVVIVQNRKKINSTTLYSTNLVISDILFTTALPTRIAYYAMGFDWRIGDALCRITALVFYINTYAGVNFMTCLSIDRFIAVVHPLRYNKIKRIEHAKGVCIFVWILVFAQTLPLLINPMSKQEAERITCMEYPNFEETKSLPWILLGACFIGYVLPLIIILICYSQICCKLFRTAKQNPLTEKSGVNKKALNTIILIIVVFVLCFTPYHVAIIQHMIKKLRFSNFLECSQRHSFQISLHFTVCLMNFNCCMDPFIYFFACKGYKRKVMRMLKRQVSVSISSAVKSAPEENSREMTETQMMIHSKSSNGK
Apaf1 inhib: inhibitors of human Apaf-1 apoptosome, primary screen, biochemical, DEVD-Rh110 fluorescence, uHTS | Apoptotic protease-activating factor 1 (Homo sapiens), O14727 | reconstituted apoptosome caspase-3 activity | inhibition, % at 20 µM | 330,000 compounds, 0.71% hits; active means inhibition of at least 40% at 20 µM;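 further: plate controls were DMSO wells for no effect and DEVD-CHO caspase inhibitor wells for full effect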
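System: reconstituted apoptosome with Apaf-1, cytochrome c, caspase-9, procaspase-3, dATP; Signal: Rh110 fluorescence intensity; Schedule: 30 min compound preincubation, 50 min activation, room temperature; Reagent: cytochrome c trigger plus (Z-DEVD)2-Rh110 caspase-3 substrate.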
Jurkat NFkB inh: inhibitors of induced NF-kB luciferase reporter, primary screen, TCR NF-kB activation inhibitor project, cell-based, luminescence, uHTS; Jurkat, PMA/ionomycin-induced NF-kB luciferase reporter; inhibition, % at 4 µM; 330,000 compounds, 0.53% hits; AID 435003, 2010
SENP8 block: SENP8 protease inhibitors, primary screen, biochemical, luminescence; inhibition, % at 10 µM; AID 2540, 2010; 330,000 compounds, 1.2% hits; Sentrin-specific protease 8 (Homo sapiens), Q96LD8; purified SENP8, Z-RLRGG-aminoluciferin cleavage
UBC13 polyUb: UBC13 polyubiquitin chain formation inhibitors, primary screen, biochemical, TR-FRET, uHTS. inhibition, % at 20 µM. 330,000 compounds, 0.47% hits. AID 485273, 2010; in the data active means inhibition above about 45%, passing the limit was not always enough
Target sequence (P61088 whole entry, looked up): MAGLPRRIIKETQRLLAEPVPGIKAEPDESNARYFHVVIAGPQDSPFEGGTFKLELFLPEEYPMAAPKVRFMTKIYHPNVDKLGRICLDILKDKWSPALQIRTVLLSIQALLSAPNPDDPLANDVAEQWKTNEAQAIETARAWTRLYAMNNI
CCR6 antagonist: CCR6 receptor antagonists, primary screen, cell-based, CHO-K1, luminescence, beta-arrestin, uHTS; C-C chemokine receptor type 6 (Homo sapiens), P51684; inhibition, % at 20 µM; 340,000 compounds, 0.49% hits; CHO-K1 CCR6 PathHunter beta-arrestin, CCL20-stimulated;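 active means compounds whose inhibition of the agonist-driven luminescence signal at 20 µM reaches about 50%, limit read from the data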;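 further: cells stimulated with CCL20 at 14 nM final; plate controls were DMSO with CCL20 for no effect and DMSO without agonist for full effect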
Target sequence (P51684 whole entry, looked up): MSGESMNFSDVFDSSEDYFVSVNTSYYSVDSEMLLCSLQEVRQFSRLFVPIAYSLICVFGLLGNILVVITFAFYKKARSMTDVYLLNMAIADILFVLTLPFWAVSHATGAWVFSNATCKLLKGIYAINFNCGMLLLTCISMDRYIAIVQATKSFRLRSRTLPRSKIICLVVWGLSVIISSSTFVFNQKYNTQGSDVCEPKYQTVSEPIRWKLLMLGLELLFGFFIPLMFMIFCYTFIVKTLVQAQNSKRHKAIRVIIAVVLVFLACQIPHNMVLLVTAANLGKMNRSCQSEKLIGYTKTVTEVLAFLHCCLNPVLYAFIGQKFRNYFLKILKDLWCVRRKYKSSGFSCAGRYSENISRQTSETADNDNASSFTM
Gli-Sufu antag: Gli-Sufu pathway antagonists, primary screen, luciferase luminescence, Sufu-KO-LIGHT cells, uHTS. Sufu-KO-LIGHT fibroblasts, Gli luciferase reporter luminescence. inhibition, % at 5 µM. 340,000 compounds, 0.74% hits. AID 588413, 2011;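 active means inhibition above about 55%, limit read from the data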;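 further: 0% = DMSO-treated cells and 100% = wells with medium but no cells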
697 NFkB inh: inhibitors of PMA/ionomycin-induced NF-kB reporter, 697 cells, primary screen, B-cell NF-kB inhibitor project, cell-based, luminescence, uHTS | 697 B-cell NF-kB luciferase reporter, 16 h | inhibition, % at 4 µM | 330,000 compounds, 0.33% hits; in the data active means inhibition above about 35%
Numbers without * were called inactive; nt = no result given. Unless noted, no stated cut-off is given here; in the data, active means inhibition above about 50%; inactive means the rest. Not all compounds are listed (hit frequency here may not be typical).

SMILES	EBI2 antag	Apaf1 inhib	Jurkat NFkB inh	SENP8 block	UBC13 polyUb	CCR6 antagonist	Gli-Sufu antag	697 NFkB inh
O=C(NCCCN1CCCC1)C1CCC(=O)N1C1CCCCC1 (centres undefined)	-9.1	5.8	-5.5	-4.2	-0.3	-11.6	0.8	-13.0
COc1ccccc1NC(=O)CN1C(=O)COc2ccc(C)cc21	-5.8	-5.2	4.1	-4.1	-6.0	6.3	-6.4	-19.1
O=C(CSc1nc2[nH]ncc2c(=O)[nH]1)Nc1ccc(Cl)c(Cl)c1	-7.5	-2.1	-19.8	-1.7	0.1	7.1	-4.4	4.0
COc1ccc(C2NS(=O)(=O)N=C2N)cc1 (centres undefined)	-6.0	-5.8	12.8	5.6	-3.5	3.6	29.6	5.5
Cc1c(CCO)c(=O)oc2n[nH]c(-c3ccccc3)c12	-2.4	6.0	5.5	3.7	-7.1	11.7	10.8	35.3*
O=[N+]([O-])c1ccc(CN2CCN(c3nc4ccccc4s3)CC2)cc1	7.0	6.2	11.0	4.2	-4.8	5.1	26.6	-34.3
Cc1cccc(NC(=O)c2ccc(S(=O)(=O)N(C)CC3CCCO3)cc2)c1C (centres undefined)	9.9	12.2	-1.9	0.5	-5.4	4.7	-3.5	-0.9
Cc1c(NC(=O)c2c(NC(=O)CNC3CC3)sc3c2CCCC3)c(=O)n(-c2ccccc2)n1C	-2.2	4.1	-4.7	-8.0	-13.6	1.9	4.3	-4.9
COc1cccc(COCC(O)CN2CCC(C(N)=O)CC2)c1 (centres undefined)	2.3	8.6	-19.2	-3.8	1.7	13.6	-14.8	-2.8
COc1ccccc1NC(=O)C1CCCN(c2nc(C)cc(C)n2)C1 (centres undefined)	-17.0	7.2	-0.7	11.3	2.3	6.5	-3.5	15.0
CCN(CC(=O)Nc1ccccc1OC)C(=O)COc1ccc2ccccc2c1	3.7	0.2	33.3	-1.5	0.7	3.1	-10.4	-34.4
Cc1ccc(OC(=O)Nc2ccccc2)cc1	-0.3	-12.4	-1.5	0.9	15.0	1.4	-59.9	-10.5
COc1cccc(CN(C)CC(=O)NCc2ccc(F)cc2)c1OC	-1.8	17.3	-7.4	-6.7	2.1	0.0	5.6	-0.5
COc1ccc(Cl)cc1NC(=O)COc1cccc(-n2cnnn2)c1	2.2	1.0	-8.0	-4.1	19.7	3.9	0.2	-19.9
CC(=O)Nc1nc(C)c(-c2csc(Nc3ccc(O)cc3)n2)s1	11.3	10.3	0.8	-64.4	-16.4	3.0	28.6	-20.1
Cc1ccc(C(=O)Nc2cccc(C(=O)N3CCOCC3)c2)cc1	7.6	10.2	-3.4	-0.7	-0.3	-0.8	-51.5	-71.4
CCCNCC(O)Cn1c2ccccc2n2c(=O)cc(C)c(C#N)c12 (centres undefined)	-4.9	-1.0	-2.2	-8.6	14.9	16.9	11.3	22.0
CCS(=O)(=O)n1nc(-c2ccc(Cl)cc2)nc1N	-8.8	5.3	-9.6	1.4	9.3	1.2	-7.1	20.4
O=C(N[C@@H](Cc1ccccc1)C(=O)N1CCN(S(=O)(=O)c2cccc(F)c2)CC1)c1ccco1	-18.8	11.9	-3.9	3.1	5.5	-3.5	-5.9	14.5
O=C(O)C1CC=CCC1C(=O)NNc1ccccc1 (centres undefined)	-26.6	-0.9	19.8	18.4	-7.3	8.0	-8.4	13.8
COc1ccc(CNC(=O)c2cccnc2Sc2ccc(C)c(C)c2)cc1	5.0	8.5	-5.2	-7.8	8.1	10.2	1.7	2.3
Cc1cc(OCC(=O)NCCCN2CCCC2=O)c2c(C)c(C)c(=O)oc2c1	-10.6	-1.5	-3.8	5.2	10.1	-0.9	-23.8	-21.3
CC(C)(CO)Nc1ccc([N+](=O)[O-])cc1[N+](=O)[O-]	-0.8	-6.6	4.2	-3.9	-16.0	-4.3	2.6	28.6
C/C(=N\NS(=O)(=O)c1ccc(C)cc1)c1ccc(Br)s1	-2.8	-4.3	8.9	-1.2	-9.5	-8.8	4.9	12.9
C[C@H](CO)N1C[C@H](C)[C@@H](CN(C)C(=O)Nc2ccccc2)Oc2c(NC(=O)NC3CCCCC3)cccc2C1=O	0.8	9.8	13.9	-0.6	7.5	-0.4	-9.7	13.4

Exported as labelled records: part of the list above.
O=[N+]([O-])c1ccc(CN2CCN(c3nc4ccccc4s3)CC2)cc1
  EBI2 antag = 7.0
  Apaf1 inhib = 6.2
  Jurkat NFkB inh = 11.0
  SENP8 block = 4.2
  UBC13 polyUb = -4.8
  CCR6 antagonist = 5.1
  Gli-Sufu antag = 26.6
  697 NFkB inh = -34.3

O=C(CSc1nc2[nH]ncc2c(=O)[nH]1)Nc1ccc(Cl)c(Cl)c1
  EBI2 antag = -7.5
  Apaf1 inhib = -2.1
  Jurkat NFkB inh = -19.8
  SENP8 block = -1.7
  UBC13 polyUb = 0.1
  CCR6 antagonist = 7.1
  Gli-Sufu antag = -4.4
  697 NFkB inh = 4.0

New compounds follow:
SMILES	EBI2 antag	Apaf1 inhib	Jurkat NFkB inh	SENP8 block	UBC13 polyUb	CCR6 antagonist	Gli-Sufu antag	697 NFkB inh
O=C1CSC(c2ccccn2)N1Cc1cn2ccccc2n1 (centres undefined)	-5.6	-2.3	-2.7	3.7	-5.0	-5.1	0.3	-1.4
CCCc1ccc(-c2c(C)sc(NC(=O)c3ccnn3C)c2C#N)cc1	1.7	12.2	9.1	4.3	-4.1	-36.1	20.4	-28.4
Cc1ccc(CNC(=O)c2cn(C3CCCCC3)c(=O)c3c2c2ccccc2n3C)o1	0.3	19.9	-1.5	2.7	25.1	15.0	12.3	11.2
O=C(Nc1ccc(F)cc1)C(Sc1nnc2ccccn12)c1ccccc1 (centres undefined)	-2.9	-9.9	-3.2	7.4	6.9	3.0	3.0	-0.4
Cc1cc(NC(=O)Cn2nc(C(=O)O)c3ccccc3c2=O)ccc1Br	11.6	18.2	-7.3	6.5	-8.5	-16.1	-8.2	2.5
CCn1c(SCC(=O)c2c(N)n(C)c(=O)n(C)c2=O)nnc1-c1ccccc1	nt	-8.3	-12.8	-8.2	-10.5	nt	nt	1.3
N#Cc1cc(Cl)c(N2CCOCC2)cc1C#N	-18.8	-2.3	4.9	-1.9	2.0	-2.8	-0.3	-16.0
CC1CN(S(=O)(=O)c2ccc(C(=O)Nc3ccc(S(=O)(=O)Nc4ncccn4)cc3)cc2)CC(C)O1 (centres undefined)	-3.2	-1.0	2.0	1.1	-6.7	5.9	-1.6	4.9
CCN(CC)CCCNC(=O)CSc1c2c(nc3cc(Cl)ccc13)CCCC2	2.5	11.2	-2.3	-8.7	9.9	17.8	19.5	-14.7
Cn1c(=O)n(Cc2ccccc2F)c2ccccc21	-5.8	-0.1	-3.0	-12.1	2.4	-3.2	3.1	-37.4
Cc1ccccc1C(=O)Nc1ccnn1C1CCN(C(=O)c2cnsn2)CC1	-2.8	-1.1	7.0	-7.2	-10.1	14.3	-8.1	-2.0
CC(=O)Oc1ccc(S(=O)(=O)c2ccc(OC(C)=O)cc2)cc1	-19.9	-14.3	8.9	5.8	-4.5	-7.3	nt	-4.8
CCC1(C)CC(c2csc(N)n2)CCO1 (centres undefined)	-2.4	-1.6	1.2	8.8	8.4	-3.4	1.7	9.1
N#Cc1cnn2cc(-c3ncc(C(F)(F)F)cc3Cl)cnc12	-8.1	-18.2	-19.0	0.4	15.9	-9.3	-8.0	-3.1
CCOC(=O)C1(CC)Oc2ccccc2C(c2ccc(OC)cc2)=C1C(=O)OC (centres undefined)	13.8	22.7	nt	nt	nt	28.1	-4.0	2.4
O=C(c1cc(=O)[nH]c2ccccc12)N1CCN(S(=O)(=O)c2ccc3ccccc3c2)CC1	6.9	-0.7	20.8	2.1	1.2	-0.6	-3.3	-1.9
Cc1c(NS(=O)(=O)c2cc([N+](=O)[O-])ccc2Cl)c(=O)n(-c2ccccc2)n1C	2.3	-12.7	23.1	5.4	-3.7	-2.1	5.6	1.7
O=C(CCC1CCCN(Cc2ccc3c(c2)CCO3)C1)NCc1ccc(F)c(F)c1 (centres undefined)	-4.1	3.5	-13.3	0.8	-16.6	17.9	30.9	-10.3
CC(C)CNC(=O)C(=O)NNC(=O)c1ccco1	-1.4	-6.0	1.7	0.2	1.5	-2.9	-8.8	6.3
CN1c2ccsc2/C(=N/Nc2ccccc2)CS1(=O)=O	-3.9	14.9	-46.6	-10.4	-1.9	-7.0	-25.1	-24.2
N#CCc1nc2n(n1)Cc1ccccc1-2	6.6	-12.8	8.0	-6.4	1.5	-2.0	47.2	20.8
COC(=O)CN1C(=O)Nc2ccc(Br)cc2C1c1ccccc1 (centres undefined)	-1.3	13.2	5.6	2.0	3.4	2.2	-3.1	-12.6
CN1CC(=O)N(CC(=O)Nc2ccc(SC(F)F)cc2)C1=O	0.0	-18.1	13.8	4.6	19.3	-0.5	-3.3	14.0
O=C(CSc1nc2ccccc2[nH]1)Nc1nc(-c2ccc(Br)cc2)cs1	5.2	15.3	0.0	-18.0	-4.5	-4.8	15.3	-9.3
CCOc1ccc(N2C(=O)C3C(c4ccccc4)=NN(c4ccccc4)C3C2=O)cc1 (centres undefined)	-0.6	3.7	8.6	-2.6	55.7*	-3.0	-4.7	9.1

(next part)
SMILES	EBI2 antag	Apaf1 inhib	Jurkat NFkB inh	SENP8 block	UBC13 polyUb	CCR6 antagonist	Gli-Sufu antag	697 NFkB inh
Cc1nc2ccc(OC(=O)c3ccccc3)cc2s1	7.5	12.9	-10.3	5.4	-4.7	13.6	-10.4	-2.0
CCN1CCN(C(=O)/C=C/c2ccc(OC)c(OC)c2)CC1	-0.8	5.9	-7.6	-4.6	-10.4	4.5	-12.7	4.0
CCCN(CCC)CCCNC(=O)c1cc2c(=O)[nH]c3ccccc3c2n1C	-6.9	-2.3	-13.8	-2.7	9.9	-5.6	14.6	12.0
COc1ccc(C(=O)NC(=S)N2CCN(C)CC2)cc1Br	-4.4	-0.2	-10.8	6.9	-5.8	-4.0	-0.3	-16.9
COc1ccc(C(=O)NCC(c2ccco2)N2CCCC2)cc1S(=O)(=O)N1CCCCC1C (centres undefined)	-10.5	14.2	-5.5	-6.6	5.9	3.3	-0.6	-12.6
COc1ccc(NC(=O)c2ccccc2N(Cc2ccccc2)S(C)(=O)=O)cc1	-0.9	13.4	-13.8	-6.1	-6.9	-1.9	0.4	12.9
CCOC(=O)Cc1cc(=O)c2cc(C)ccc2[nH]1	0.4	-5.5	-7.4	4.6	8.2	2.5	0.1	3.5
O=C(CNC(=O)c1ccccc1F)NC1=NCCS1	-6.9	-5.3	3.2	-6.1	7.7	6.4	1.9	6.8
CN1CCN(C(=O)c2cccc(-c3cc(O)c4ncccc4c3)c2)CC1	-10.8	-1.5	-9.8	6.3	17.3	-4.8	14.6	-13.1
COc1cc(C(=O)N2CCN(C3CCCCC3)CC2)cc(OC)c1OC	18.9	2.1	-2.2	-14.7	-3.6	-10.1	9.0	12.6
O=C(Nc1nc(-c2cccs2)cs1)c1ccc(S(=O)(=O)N2CCCCC2)cc1	42.0*	2.3	11.9	-0.1	-7.2	20.2	6.9	-6.1
COc1cccc(-c2nnc(SC(C(=O)c3c[nH]c4ccccc34)c3ccccc3)n2C)c1 (centres undefined)	10.7	42.9*	8.3	-10.5	-6.5	5.4	-11.7	-11.5
COc1ccc(/C=N/NC(=O)C2C3CCCCC32)cc1OC (centres undefined)	0.8	8.6	1.4	-8.3	-11.8	7.5	-3.3	6.5
CCC1CCCCN1CCCNC(=O)Cn1c(=O)c2cccn2c2cccnc21 (centres undefined)	9.1	15.1	-15.8	-5.9	-2.0	2.7	69.3*	-59.3

Bioassay records (PubChem BioAssay)
